High-throughput results deposited in PubChem by National Center for Advancing Translational Sciences (NCATS).
Vif-A3G inh – inhibitors of Vif-APOBEC3G interaction | Q9HC16 | HeLa A3G-eYFP + Vif (tagged APOBEC3G with the HIV-1 protein that degrades it), YFP fluorescence, overnight | Potency, µM (top dose mostly 46.1 µM), inactives show at the top dose activity, negative = active, usual class: inhibitors | actives 0.076% (n = 410,000);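 further: potency means the concentration at half of the fitted maximal effect; on the % scale 0 is the no-effect control and ±100 the full control effect; nearly all actives have a fitted effect of over 60% in size; hits raise eYFP signal because A3G escapes Vif-driven loss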
Target sequence (Q9HC16 whole entry, looked up): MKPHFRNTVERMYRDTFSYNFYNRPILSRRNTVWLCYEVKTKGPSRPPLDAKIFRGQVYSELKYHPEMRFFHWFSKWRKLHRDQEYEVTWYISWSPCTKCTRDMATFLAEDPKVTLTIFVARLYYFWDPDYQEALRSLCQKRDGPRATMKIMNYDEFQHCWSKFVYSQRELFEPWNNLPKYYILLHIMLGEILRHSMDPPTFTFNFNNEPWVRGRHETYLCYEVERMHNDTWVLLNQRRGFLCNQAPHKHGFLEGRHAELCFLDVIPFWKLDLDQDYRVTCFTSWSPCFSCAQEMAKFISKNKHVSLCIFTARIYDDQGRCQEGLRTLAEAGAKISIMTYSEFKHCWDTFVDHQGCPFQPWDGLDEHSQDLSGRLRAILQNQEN
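HeLa cells stably expressing Vif and C-terminally eYFP-tagged A3G, seeded overnight at 37 deg C, then exposed to compound by pintool overnight at 37 deg C. Rise in yellow fluorescence (Ex 488/Em 500-530, Acumen) marks blocked Vif-driven A3G degradation.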
RXFP1 ag – RXFP1 (human) receptor agonism. Q9HBX9. HEK293T-RXFP1 cAMP TR-FRET, 30 min; response scale: percent of porcine relaxin response, buffer zero. Potency, µM (top dose mostly 57.5 µM), without a hit: top-dose activation, most hits filed as activators. actives 0.3% (n = 370,000). AID 2676; further: potency means the concentration at half of the fitted maximal effect; on the % scale 0 is the no-effect control and ±100 the full control effect; nearly all actives have a fitted effect of over 60% in size; many of its hits are not listed in these tables
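HEK293T cells stably expressing RXFP1 were pretreated with the PDE4 inhibitor Ro 20174, exposed to compounds for 30 min at 37C, lysed, and cAMP was read by TR-FRET. Data normalized to buffer (basal) and 29 nM porcine relaxin (100%).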
GRP78 ERSR act – ER stress response induction in glioma; U87-MG GRP78 promoter luciferase reporter, 16 h; Potency, µM, for the others: at the highest dose activation, most hits filed as activators; actives 0.02% (n = 420,000); AID 602332; further: potency means the concentration at half of the fitted maximal effect; series mostly up to about 76 µM; % of control where 0% means no effect; nearly all actives have a fitted effect of over 35% in size
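Stably transfected U87-MG human glioma cells carrying a GRP78-based luminescent sensor were seeded at 1000 cells/well, pin-dosed with compounds and incubated 16 h. Luciferase reagent was then added, and end-point luminescence was read after 10 min at room temperature.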
Vif-APOBEC3F blk – inhibitors of Vif-A3F interaction | HeLa A3F-eYFP + Vif (tagged APOBEC3F with the HIV-1 protein that degrades it), YFP fluorescence increase | Potency, µM (titrated, usually from 46.1 µM), inactives show at the highest dose activity, negative = active | actives 0.2% (n = 390,000) | AID 602313; further: potency means the concentration at half of the fitted maximal effect; % of control where 0% means no effect; nearly all actives have a fitted effect of over 65% in size
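HeLa cells stably expressing A3F-eYFP plus Vif, plated and incubated overnight at 37 deg C, then exposed to compounds overnight at 37 deg C. Blocked degradation read as raised yellow fluorescence (Ex 488/Em 500-530).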
D1 ag – human D1 receptor agonism; AID 504660; activation, % at 2 µM; actives 1% (n = 360,000); HEK293 T-REx D1 cells, calcium flux, agonist mode; P21728; in the data active means activation above about 30%; further: 0% is about no effect
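Inducible HEK293 T-REx D1 cells, force-coupled to calcium signalling, were plated at 4000 cells/well with tetracycline and held overnight at 30 C. After no-wash calcium dye loading, compound-evoked calcium rise over 180 s flagged agonists.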
D2 potentiator – positively modulates the human D2 dopamine receptor allosterically; P14416; HEK293 T-REx D2, calcium flux, EC20 dopamine potentiation; potentiation, % at 10 µM; actives 0.34% (n = 340,000); AID 485347;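 active means potentiation over 3 SD above the plate norm, cut at about 30% in these data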; further: 0% is about no effect
Target sequence (P14416 whole entry, looked up): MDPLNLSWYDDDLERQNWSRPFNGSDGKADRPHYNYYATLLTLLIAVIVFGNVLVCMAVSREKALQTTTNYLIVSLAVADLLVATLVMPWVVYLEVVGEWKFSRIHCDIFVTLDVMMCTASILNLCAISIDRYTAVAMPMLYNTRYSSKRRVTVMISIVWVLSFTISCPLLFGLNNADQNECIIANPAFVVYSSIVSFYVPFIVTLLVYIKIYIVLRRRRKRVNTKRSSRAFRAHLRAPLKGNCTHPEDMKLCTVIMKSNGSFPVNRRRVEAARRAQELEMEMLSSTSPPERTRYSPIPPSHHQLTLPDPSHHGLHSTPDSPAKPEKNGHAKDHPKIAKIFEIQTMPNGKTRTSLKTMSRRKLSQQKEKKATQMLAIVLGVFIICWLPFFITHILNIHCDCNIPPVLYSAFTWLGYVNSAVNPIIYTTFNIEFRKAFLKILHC
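Tetracycline-induced HEK293 T-REx cells force-coupled to calcium signalling expressed D2; compounds were pin-added after a 10 s baseline, read kinetically 180 s, then an EC20 dopamine challenge followed with a further 180 s calcium read.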
D1 antag – human D1 dopamine receptor antagonism | HEK293 TREx D1 cells, calcium flux, dopamine EC80; hits give low values | actives 3.2% (n = 360,000) | activity change, negative = inhibition, % at 10 µM; in the data active means activity change below about -30%; further: on the % scale 0 is the no-effect control and ±100 the full control effect
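Tetracycline-induced HEK293 Trex D1 cells, force-coupled to calcium, dye-loaded; compounds added and read 180 s, then EC80 dopamine added and calcium flux tracked kinetically another 180 s.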
D1 PAM – human D1 dopamine receptor positive modulation; potentiation, % at 10 µM; P21728; actives 0.036% (n = 360,000); HEK293 TREx D1 cells, calcium flux, dopamine EC20 potentiation; in the data active means potentiation above about 30%; further: 0% is about no effect
LDHA inh – inhibitors of human lactate dehydrogenase A; actives 0.15% (n = 480,000); AID 1347041; activity change, % (values are at about 110 or 230 µM); purified LDHA, NADH/diaphorase-resazurin fluorescence; hits give low values; in the data active means activity change below about -30%; inconclusive means mostly about -25% to -30%;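 further: plate controls were DMSO wells for no effect and wells without enzyme for full effect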
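Resorufin fluorescence (ex540/em590), read at 0 and 20 min after diaphorase/resazurin addition, reports the NADH left after a 5 min room-temperature reaction of 2 nM human LDH5 with 0.06 mM NADH and 0.2 mM pyruvate.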
* = called active by the depositor; ? = inconclusive; . = not tested or not shown; & = joins results of further samples. Unless noted, the call rests on the fitted dose curve; in most records, active means well fitted curve in the direction sought with a large enough effect; inconclusive means small, poorly fitted or top-dose-only effect, or another doubt; inactive means no such curve, though single readings can be large; an effect the other way counts as inactive or inconclusive. Not all compounds are listed; the hit share may differ from the screen's.

Value order – Vif-A3G inh, RXFP1 ag, GRP78 ERSR act, Vif-APOBEC3F blk, D1 ag, D2 potentiator, D1 antag, D1 PAM, LDHA inh
- Cc1cccc(-n2c(O)c(C=NC3CCS(=O)(=O)C3)c3ccccc3c2=O)c1C (configuration not stated)
  1%, -4.2%, -1%, 1%, 1, 0, 4, -4, -3
- COc1ccc(C(=O)O/N=C(\N)c2ccc(OC)c(OC)c2)cc1
  0%, -2.3%, 4%, -13%, 1, 3, -13, 8, 0
- COc1ccc(/C=C(\C#N)c2c[nH]c3ccccc23)cc1
  ?, 0.1%, 2%, -3%, 2, ., -14, -5, -1
- O=C(O)Cn1c(-c2cccs2)cc2cc(Cl)ccc21
  ., 19%, ., ., -1, 9, -19, 3, -7
- Oc1cc(-c2ccc(N3CCCCC3)nc2)cc2cccnc12
  3%, 0.5%, -2%, ?, 4, ., -4, -6, 12
- COc1ccc(N2CC(C(=O)N[C@H](C(=O)NC(C)c3ccccc3)C(C)C)CC2=O)cc1 (some centres not stated)
  0%, -0.2%, -1%, -3%, 2, 6, 9, 3, -2
- Cc1ccccc1NC(=O)n1ncc2cc(Cl)ccc21
  4%, 2.5%, 0%, 8%, 3, -11, -4, 1, -18
- CCCOC(=O)c1cc(-c2ccc(/C=C3/C(=O)N(C)C(=O)C(C#N)=C3C)o2)ccc1Cl
  -1%, ., -2%, 7%, ., ., ., ., 6
- CC1(C)CCCN(C(=O)N2c3ccccc3Sc3ccccc32)C1
  0%, 1.7%, -5%, 3%, 4, ., -1, 0, -1
- COc1ccc(Cl)cc1C(=O)NCC(c1ccc(N(C)C)cc1)N1CCOCC1 (configuration not stated)
  3%, 0.3%, -4%, -3%, 0, -16, -10, 1, -9
- O=C(Nc1ccc(F)cc1)C1CCC(CNc2c(N3CCCCC3)c(=O)c2=O)CC1 (configuration not stated)
  -7%, -3.1%, -3%, 7%, 3, -2, -10, -12, -3
- COc1cc(NC(=O)CCc2nc(-c3cccs3)no2)cc(OC)c1OC
  5%&0%, 2.9%&2.0%, 0%&-3%, 6%&6%, 11&2, -6&3, -14&4, 1&3, -16&0
- C[n+]1ccc(/C=C/c2c[nH]c3ccc(F)cc23)cc1
  8.9µM*, -5.9%, -2%, 10µM*, 56*, 12, -4, -6, -3
- COc1ccc(C(=O)Nn2c(SCC(=O)NCC3CCCO3)nc3ccccc3c2=O)cc1 (configuration not stated)
  1%, 0.1%, -13%, -8%, 4, -7, 0, 5, 1
- COc1ccccc1CNC(=O)c1cc(=O)c2ccccc2o1
  0%, -3.3%, 1%, 7%, 11, -11, -29, 2, -1

3 compounds drawn at random from those above:
Value order – Vif-A3G inh, RXFP1 ag, GRP78 ERSR act, Vif-APOBEC3F blk, D1 ag, D2 potentiator, D1 antag, D1 PAM, LDHA inh
- COc1ccc(N2CC(C(=O)N[C@H](C(=O)NC(C)c3ccccc3)C(C)C)CC2=O)cc1 (some centres not stated)
  0%, -0.2%, -1%, -3%, 2, 6, 9, 3, -2
- COc1ccc(Cl)cc1C(=O)NCC(c1ccc(N(C)C)cc1)N1CCOCC1 (configuration not stated)
  3%, 0.3%, -4%, -3%, 0, -16, -10, 1, -9
- COc1cc(NC(=O)CCc2nc(-c3cccs3)no2)cc(OC)c1OC
  5%&0%, 2.9%&2.0%, 0%&-3%, 6%&6%, 11&2, -6&3, -14&4, 1&3, -16&0

More results
Value order – Vif-A3G inh, RXFP1 ag, GRP78 ERSR act, Vif-APOBEC3F blk, D1 ag, D2 potentiator, D1 antag, D1 PAM, LDHA inh
- Cc1cccc(N2CCN(C(=O)c3oc4ccc(Br)cc4c3C)CC2)c1C
  4%, ., 0%, 2%, ., ., ., ., -1
- CCCCC(=O)N(CCC)CCC
  -1%, 1.0%, -6%, 5%, 1, -12, 6, -8, 1
- Cc1cccc(C(=O)NCC(=O)N2CCCCCCC2)c1
  2%, 1.0%, 1%, -7%, 4, 5, 14, 1, -8
- COc1ccc(N)cc1NC(=O)CN1CCCC1
  1%, -3.7%, -5%, -4%, 1, -8, -3, 7, 8
- O=C(C1CCC(=O)N1Cc1ccccc1Cl)N1CCN(c2cccc(Cl)c2)CC1 (configuration not stated)
  -6%, -2.7%, -6%, -4%, 4, -8, -3, -5, 0
- O=C(Cn1c(C(=O)N2CCN(C3CCCC3)CC2)cc2sccc21)c1ccccc1
  3%, 0.2%, -1%, -16%, 1, -3, 2, 0, -1
- CCC(C)Sc1ccc([C@H]2N[C@@](C)(C(=O)OC)[C@H]3C(=O)N(CC)C(=O)[C@@H]23)cc1OC (some centres not stated)
  -6%, ., -5%, -3%, ., ., ., ., -2
- O=C(N/C(=C\c1ccccc1)C(=O)N1CCOCC1)c1ccccc1Br
  -1%, 0.0%, 4%, 0%, 0, -2, 0, -1, -12
- COc1ccccc1-c1nnc(NC(=O)C2CCCN2S(=O)(=O)c2cccs2)o1 (configuration not stated)
  1%, ., -2%, -6%, ., ., ., ., 1
- O=C(Nc1cc2c(cc1C(=O)c1ccc(Br)cc1)OCCO2)c1ccc(Cl)cc1
  -6%, 0.3%, -4%, 1%, 0, -4, 11, 0, -3
- CCOC(=O)C1(Cc2ccccc2C)CCCN(C(=O)CN2C(=O)CSC2=O)C1 (configuration not stated)
  2%, -1.1%, 3%, -5%, 4, 4, -11, 3, -2
- Cc1cc(C)c2cc3c(N)c(C(=O)Nc4c(C)[nH]c(=O)[nH]c4=O)sc3nc2c1
  ?, -0.4%, -11%, 22µM*, 1, 9, 7, 1, -1
- COc1cc(/C=N/Nc2nn3cnnc3c3ccccc23)ccc1O
  0%, 3.2%, 3%, -3%, 0, -4, -8, -6, 7
- O=C(Nc1cccc(-c2cn3cccnc3n2)c1)c1cccs1
  -3%, 0.9%, 2%, -1%, 1, -15, 10, -5, -2
- CCOC(=O)C1CCCN(C(=O)Cn2ncc3c(C)n(Cc4ccccc4Cl)c(C)c3c2=O)C1 (configuration not stated)
  1%, 0.5%, -3%, 3%, 13, 8, -13, -3, 0
- Cc1nnc(-c2ccccc2)o1
  4%, 2.0%, -3%, 3%, 7, 14, 0, 11, -5
- CCOC(=O)c1ccc(N2C(=O)C3CCOc4ccccc4C32)cc1 (configuration not stated)
  0%, 0.5%, -3%, -1%, 1, -19, ., 1, -5
- CN(CP(=O)(O)C(O)c1ccccc1)S(C)(=O)=O (configuration not stated)
  2%, 0.5%, -4%, -8%, 2, 3, 1, -6, 0
- COc1ccccc1N(CC(=O)Nc1cc(C)cc(C)c1)S(C)(=O)=O
  1%, 1.4%, -1%, -16%, -2, 11, 2, 2, -7
- COc1cccc(OC)c1OCC(O)CN1CCN(c2ccc(F)cc2)CC1 (configuration not stated)
  1%, 4.5%, -4%, 2%, 2, -31, 3, -4, -8
- CC(=O)c1ccc(-c2ccc(C(=O)NC3CC(C)(C)NC(C)(C)C3)o2)cc1
  -1%, 3.6%, 0%, 2%, 1, 17, 15, -2, -2
- Cc1ccc(NC(=O)COc2cccc(-n3cnnn3)c2)cc1[N+](=O)[O-]
  0%, 9.7%, -4%, -4%, 23, -9, -45*, -4, -7
- COc1cccc2sc3ccc(NCCC4CCCN4C)cc3c(=O)c12 (configuration not stated)
  -8%, -2.0%, -4%, ?, 11, 5, -13, -3, 0
- CCOC(=O)C1CCN(C(=O)CSc2ccc(Br)cc2)CC1
  1%, -0.7%, -1%, 0%, 6, -3, 8, -4, -6
- CN1CCN(c2cnn(-c3ccccc3)c(=O)c2Br)CC1
  -2%, 0.9%, 1%, 0%, 0, 2, 11, -4, -1
- CCCCOC(=O)c1ccc(NC(=O)COC(=O)C2CC2C)cc1 (configuration not stated)
  -2%, ., 4%, -1%, ., ., ., ., 3
- CCn1c(=O)cc(SCC(=O)N2CCC(C)CC2)c2ccccc21
  1%, 3.1%, -5%, -16%, 0, -12, 0, -4, 0
- CC(C)c1nnc(NC(=O)c2ccc3c(c2)OCO3)s1
  1%, ?, -12%, 1%, 1, 8, -6, 5, -2
- O=C(COc1cccc2cccnc12)N/N=C/c1ccccc1O
  -5%, 0.0%, -4%, 2%, 2, 18, -1, 0, 0
- Cc1ccccc1NC(=O)CN1C(=O)N/C(=C\c2cccn2-c2cccc(C(=O)O)c2)C1=O
  0%, 0.0%, 1%, 11%, 2, -1, 10, 2, -14&-9&-18
- Clc1cccc(-c2nnc(-c3ccccc3)o2)c1
  -11%, 0.9%, -5%, 1%, 1, -6, 6, -8, -7
- COc1ccc(OC)c(CNc2ncc(-c3cccc([N+](=O)[O-])c3)n2C)c1
  -14%, 0.5%, -1%, -18%, 1, -1, -14, -5, -8
- O=C(O)CC1SC(=Nc2ccc(O)cc2)NC1=O (configuration not stated)
  -1%, 1.0%, -4%, 2%, 3, -7, -31*, 0, -2
- COC(=O)c1cc2c(cc1NC(=O)c1cnn(-c3ccc(C)cc3)c1-n1cccc1)OCO2
  0%, 8.4%, -4%, -2%, -1, 8, -3, -1, -1
- Cc1ccc(Nc2nc(C)c(CCC(C)C)c(=O)[nH]2)cc1
  1%, 3.0%, 8%, ., 4, 1, -3, -4, -9
- CC(OC(=O)CNC(=O)COc1ccccc1)C(=O)N(C)Cc1ccccc1 (configuration not stated)
  0%, 0.4%, -3%, 1%, 0, ., 13, 3, -6
- COC(=O)c1c(NC(=O)CN2CCN(S(=O)(=O)c3ccccc3[N+](=O)[O-])CC2)sc2c1CCC(C)C2 (configuration not stated)
  -1%, -0.5%, -2%, -3%, 2, -2, 0, 2, 2
- COc1ccccc1NC(=O)Cn1nnc(C(=O)NCc2cccs2)c1N
  ?, -2.6%&-1.3%, -6%&-5%, -17%&-7%, 0&0, 9&-2, 15&3, 3&3, -1&-12
- CCc1cccc(NC(=O)CNC(=O)N2CC(=O)Nc3ccccc32)c1
  0%, -0.2%, -1%, -8%, 3, 8, 1, -5, -4
- C=CCn1c(SCC(=O)NCC2CCCO2)nc2c([nH]c3ccccc32)c1=O (configuration not stated)
  2%, 0.1%, -5%, 2%, 2, -10, 5, 2, -4
